RNase H inhibition = RNase H inhibition, HIV 1 Gag Pol polyprotein, FRET biochemical assay, screening (AID 372) | HIV-1 RT RNase H, FRET RNA/DNA substrate fluorescence; higher % means a stronger effect | inhibition, % at 10 µM, or IC50 in µM where a hit was titrated | 100,000 tested, 0.77% active; in the data active = inhibition above about 50%
An asterisk follows results filed as active; & = joins results of further samples.

SMILES	RNase H inhibition
O=C1/C(=C/c2cn(-c3ccccc3)nc2-c2cccs2)SC(=S)N1C1CCS(=O)(=O)C1 (stereo not given)	2.0%
O=C(Nc1ccc(Cl)c(Cl)c1)c1ccc(I)cc1	2.0%
O=C(/C=C/c1ccc(/C=C/C(=O)c2cccc(N3C(=O)C=CC3=O)c2)cc1)c1cccc(N2C(=O)C=CC2=O)c1	34.0%
O=C(NC(=S)Nc1ccc2ccccc2c1)c1cccc(Br)c1	29.0%
O=C1/C(=C/c2ccc(Cl)c(Cl)c2)SC(=S)N1Cc1ccco1	23.0%
CCn1cc(/C=C2\C(=O)NC(=O)N(c3ccc(Cl)cc3)C2=O)c2ccccc21	0.0%
CN(C)c1ccc(/C=C2\SC(=Nc3ccc(O)cc3)NC2=O)cc1	29.0%
CCOc1ccccc1C1C(C#N)=C(C)NC2=C1C(=O)CC(c1ccc(Cl)cc1)C2 (stereo not given)	15.0%
COc1ccc(-c2csc(-c3cc4cc(Br)ccc4oc3=O)n2)cc1	3.0%
O=C(NCCCN1CCOCC1)/C(=C/c1ccc(-c2ccc(Br)cc2)o1)NC(=O)c1ccccc1	1.0%
CCCN(CCC)C(=O)C(CC)c1ccccc1 (stereo not given)	0.0%
CC(C)(C)C(=O)NC(NC(=S)Nc1ccccc1)C(Cl)(Cl)Cl (stereo not given)	10.0%
O=C(/C=C\Nc1ccccc1O)c1ccc2c(c1)OCO2	14.0%
COC(=O)C(NC(=O)c1ccccc1)=C1C=C(C)OC(C)=C1	7.0%
Cc1ccccc1OCCCCN1CCOCC1	8.0%
CCOC(=O)C1=C(C)N=c2s/c(=C\c3cc(Br)c(O)c(OCC)c3)c(=O)n2C1c1ccc(C)cc1 (stereo not given)	20.0%
CCN1C(=O)c2cccc3c(NC(=O)c4ccc(S(=O)(=O)N(C)C)cc4)ccc1c23	9.0%
CC(C)(C)c1ccc(C(=O)Nc2ccc(Cl)c(C(N)=O)c2)cc1	15.0%
O=C(Nc1ccc(Cl)cn1)c1ccc(-c2ccc([N+](=O)[O-])cc2)o1	21.0%
COC(=O)Nc1ccc(S(=O)(=O)N2C(C)CCCC2C)cc1 (stereo not given)	7.0%
CCOc1cccc(C2CC(=O)Nc3c2cc(Br)c2ccccc32)c1 (stereo not given)	37.0%
COc1ccc(COc2ccc3c(oc(=O)c4cc(OC)ccc43)c2C)cc1	1.0%
O=Cc1cn(-c2ccccc2)nc1-c1cc2c(ccc3ccccc32)oc1=O	6.0%
O=C(NC(=S)Nc1ccc([N+](=O)[O-])cc1O)c1ccccc1	14.0%
O=C(COc1ccccc1)Nc1ccc(S(=O)(=O)N2CCOCC2)cc1	5.0%
NC(=O)c1ccccc1NC(=O)CCC(=O)Nc1ccccc1C(N)=O	18.0%
COc1ccc(/C=C2/C(=O)N(c3ccc([N+](=O)[O-])cc3)N=C2c2ccccc2)cc1	11.0%
O=C(Nc1ccc2ccccc2c1)c1cccc(Cl)c1Cl	16.0%
CCCOc1ccc(C(=O)NC(=S)Nc2ccc(C(C)=O)cc2)cc1	34.0%
Cc1cc(OCC(=O)O/N=C(\N)c2ccc(Cl)cc2)ccc1Br	6.0%
CC1(C)C/C(=N\N)c2cc(=O)[nH]nc2C1	5.0%
O=C(Nc1ccc2oc(-c3cccnc3)nc2c1)c1ccc(-c2ccccc2OC(F)(F)F)o1	16.0%
Cc1cccc(C)c1NC(=S)NC(=O)c1oc2ccccc2c1C	11.0%
O=S(=O)(c1cc(Cl)ccc1Cl)N1CCN(c2cccc(Cl)c2)CC1	5.0%
O=C(NNC(=O)c1ccccc1[N+](=O)[O-])c1cccc(Br)c1	0.0%
CCN1C(=O)/C(=C\c2cc(Cl)c(OCc3cccc(C)c3)c(OC)c2)SC1=S	8.0%
Cc1cc(Cl)cc(Cl)c1OCC(=O)Nc1cc(Cl)ccc1Cl	9.0%
O=[N+]([O-])c1cccc(-c2noc(CCc3ccccc3)n2)c1	6.0%
O=C(c1ccc(Cl)cc1)c1ccccc1C(=O)N1CCOCC1	8.0%
COC(=O)c1ccc(C(=O)Nc2cc(Cl)ccc2Cl)cc1NC(=O)COc1ccc(F)cc1	15.0%
COc1ccc(OC)c(NC(=O)c2ccc3c(c2)C(=O)N(c2ccc(Cl)cc2)C3=O)c1	21.0%
O=C(NCc1ccco1)c1cc(-c2ccco2)nc2ccccc12	4.0%
O=C(NN1C(=O)/C(=C/C=C/c2ccccc2[N+](=O)[O-])SC1=S)c1ccccc1Br	19.0%
COc1cc(/C=N/NC(=O)CCC(=O)Nc2ccc(I)cc2)cc(OC)c1OC	9.0%
Cc1cc(Cl)cc(C(=O)Nc2ccc([N+](=O)[O-])cc2Cl)c1O	1.0%
CNC(=O)/C(=C/c1cccc([N+](=O)[O-])c1)NC(=O)c1ccc(OC)cc1	40.0%
O=C(CC1S/C(=N\N=C2/CCCc3ccccc32)NC1=O)Nc1ccccc1F (stereo not given)	13.0%
Brc1ccc(-c2nc(-c3ccccn3)no2)cc1	8.0%
C=C1c2ccccc2NC(=O)N1c1cccc(Cl)c1	1.0%
Cc1cc2nc(-c3cc(N)ccc3O)oc2cc1C	48.0%

Reformatted field by field: entries from further up.
> Cc1cccc(C)c1NC(=S)NC(=O)c1oc2ccccc2c1C
  RNase H inhibition: 11.0%
> O=S(=O)(c1cc(Cl)ccc1Cl)N1CCN(c2cccc(Cl)c2)CC1
  RNase H inhibition: 5.0%

Additional compounds follow.
SMILES	RNase H inhibition
O=C(Nc1ccccc1Cl)O/N=C\c1ccccc1Cl	16.0%
N#C/C(=C\c1cccnc1)C(=O)Nc1ccc(F)cc1	6.0%
COc1cc(/C=c2/sc3nc4cc(C)c(C)cc4n3c2=O)ccc1OCc1ccccc1	8.0%
O=C(NCC12CC3CC(CC(C3)C1)C2)c1ccc2ccccc2n1	7.0%
Cc1ccc(C(O)c2nc3ccccc3n2C(C)C)cc1 (stereo not given)	5.0%
O=C1C=CC(=NS(=O)(=O)c2ccccc2)C=C1	56.0%*
C=CCOc1ccc(/C=C2\C(=O)NC(=S)N(c3ccc(Cl)cc3)C2=O)cc1OC	5.0%
N#CC(C(=O)Nc1ccccn1)=C1CCCCCC1	3.0%
COc1ccc(NC(=O)COc2ccc(Br)cc2Cl)cc1	43.0%
COc1ccc(C2=C/C(=C\c3ccc(OC(C)=O)cc3OC(C)=O)C(=O)O2)cc1	5.0%
Cc1ccc(-c2nnc3s/c(=C\c4ccccc4)c(=O)n23)cc1	7.0%
C=CCOC(=O)C1=C(C)NC2=C(C(=O)CC(C)(C)C2)C1c1cccc(Cl)c1 (stereo not given)	5.0%
CCOC(=O)c1c(NC(=O)c2cccc(Cl)c2)sc(C(=O)Nc2ccccc2C(F)(F)F)c1C	7.0%
CCCOc1ccc(/C=C2/C(=O)NC(=O)N(c3ccc(OCC)cc3)C2=O)cc1OC	0.0%
COc1ccc(C(=O)NC2CC2)cc1OC	5.0%
C/C(=N\NC(=O)c1ccc(O)cc1O)c1ccccn1	9.0%
COc1ccccc1CN1CCN(C(=O)c2cc(OC)c(OC)c(OC)c2)CC1	4.0%
CCOc1ccc(C(O)c2cnc(CC)n2C)cc1 (stereo not given)	7.0%
O=c1oc(/C=C\c2ccccc2)nc2ccc(Cc3ccc4nc(/C=C\c5ccccc5)oc(=O)c4c3)cc12	7.0%
NC(=S)N/N=C/c1ccc(-c2cc(Cl)cc(Cl)c2)o1	0.0%
C/C(=N\O)C1(C)N(O)C(C)(C)C(c2ccc(Br)cc2)=[N+]1[O-] (stereo not given)	9.0%
Fc1ccc(C2CC(c3cccs3)=NN2c2nc(-c3ccccc3)cs2)cc1 (stereo not given)	11.0%
CCOC(=O)c1cc2c(ccc3oc4c(c32)CCCC4)oc1=O	7.0%
COc1ccc(C2=N/C(=C/c3ccc([N+](=O)[O-])cc3)C(=O)N2c2ccc(O)cc2)cc1	11.0%
O=C1C(Cl)=C(N2CCOCC2)C(=O)N1c1ccc(Cl)cc1	2.0%
Cc1c(NC(=S)NC(=O)/C=C/c2ccccc2)cccc1-c1nc2ccccc2o1	36.0%
CCOc1ccc2oc(C)c(C(=O)OC)c2c1	3.0%
Cc1ccc2c(c1)c1c(n2CN2CCCCC2)C(=O)CCC1	2.0%
CC(C)c1ncc(C(O)c2ccc(N(C)C)cc2)n1C (stereo not given)	14.0%
Cc1ccc(S(=O)(=O)Nc2ccccc2N=Cc2c(O)c(Br)cc3oc4c(c23)CCCC4)cc1	9.0%
N#Cc1c(C(F)(F)F)cc(-c2cccs2)nc1SCC(=O)Nc1ccc(Cl)cc1	5.0%
Brc1ccc(-c2csc(N/N=C/c3ccco3)n2)cc1	14.0%
O=C(COc1ccccc1[N+](=O)[O-])Nc1ccc(Cl)c(Cl)c1	13.0%
COC(=O)c1c(NC(=O)c2cccc(Cl)c2)sc2c1CCC(C)C2 (stereo not given)	10.0%
N#Cc1c(-c2ccccc2Cl)c(C#N)c2nc3ccccc3n2c1N	18.0%
CC(=O)Nc1cccc(-c2nc3ccccc3s2)c1	0.0%
Cc1ccc(C(=O)N2CCN(c3ccc(F)cc3)CC2)cc1[N+](=O)[O-]	0.0%
CC1(C)CC(=O)C2=C(C1)OC1=C(C(=O)CC(C)(C)C1)C2c1cccc([N+](=O)[O-])c1	11.0%
Cc1ccc(N2C(=O)c3ccc(Oc4ccc5c(c4)C(=O)N(c4ccc(C)cc4)C5=O)cc3C2=O)cc1	0.0%
Cn1c(O)c(C=NCC(=O)NC(Cc2c[nH]c3ccccc23)C(=O)O)c(=O)n(C)c1=O (stereo not given)	17.0%
Cc1nn(-c2ccccc2)c(C)c1/C=N\N1CCN(c2ccccc2)CC1	6.0%
COc1ccc2c(c1)CCc1sc(N)nc1-2	10.0%
CCCCOc1ccc(S(=O)(=O)N=Nc2c(O)[nH]c3ccccc23)cc1	9.0%
COc1cc(Br)c(Br)c(C=Nc2cc(C(C)(C)C)ccc2O)c1O	4.0%
Clc1ccccc1N1CCN(Cc2cc(Br)cs2)CC1	0.0%
FC(F)(F)c1cccc(N2N=C(c3ccc(Cl)cc3)CC2c2ccccc2Cl)c1 (stereo not given)	0.0%
COc1ccc(Br)cc1C(=O)Nc1cccc(S(N)(=O)=O)c1	2.0%
Cc1ccc(Cl)cc1NC(=O)Cc1cccc2ccccc12	5.0%
O=C(Nc1ccc(NC(=O)c2ccc([N+](=O)[O-])cc2)cc1)c1ccc(Br)cc1	28.0%
COc1ccc(C2/C(=C(/O)c3ccccn3)C(=O)C(=O)N2c2ccccc2)cc1 (stereo not given)	0.0%
(list continues)
SMILES	RNase H inhibition
COc1ccccc1C(=O)Nc1cccc(-c2nc3ccccc3o2)c1	19.0%
CCCCOC(=O)c1ccc(NC(=O)c2ccc(F)cc2)cc1	11.0%
CC(=O)c1cccc(N2C(=O)c3ccc(C(=O)OCC(=O)c4ccccc4)cc3C2=O)c1	9.0%
CC1=C(C(=O)OCc2ccccc2)C(c2ccccc2OC(C)C)CC(=O)N1 (stereo not given)	26.0%
O=C1c2ccccc2C(=O)N1CCCCN(C(=O)c1ccc(Br)cc1)c1ccc(F)cc1F	11.0%
COc1ccc(/C=C(\NC(=O)c2ccccc2)C(=O)NCCc2c[nH]c3ccccc23)cc1	9.0%
Cc1ccc(C2/C(=C(/O)c3ccc(Cl)cc3)C(=O)C(=O)N2c2nccs2)cc1 (stereo not given)	0.0%
O=C1CSC2(C(=O)Nc3ccccc32)N1c1cccc(Cl)c1 (stereo not given)	6.0%
O=C(c1ccccc1)N1CCN(c2ncnc3c2cnn3-c2ccccc2)CC1	2.0%
O=[N+]([O-])/C(=C\c1ccccc1)c1ccccc1	12.0%

Reformatted with each value named: part of the list above.
> O=S(=O)(c1cc(Cl)ccc1Cl)N1CCN(c2cccc(Cl)c2)CC1
- RNase H inhibition: 5.0%
> O=C(NNC(=O)c1ccccc1[N+](=O)[O-])c1cccc(Br)c1
- RNase H inhibition: 0.0%
> CCN1C(=O)/C(=C\c2cc(Cl)c(OCc3cccc(C)c3)c(OC)c2)SC1=S
- RNase H inhibition: 8.0%
> Cc1cc(Cl)cc(Cl)c1OCC(=O)Nc1cc(Cl)ccc1Cl
- RNase H inhibition: 9.0%

Going on with the list:
SMILES	RNase H inhibition
O=c1[nH]cc(N=Cc2ccc(Br)cc2)c(=O)[nH]1	0.0%&0.0%
CCSc1nc2ccccc2n1CC(=O)Nc1ccc(F)cc1	1.0%
CC(C)c1ccc(OCC(=O)Nc2ncc(S(=O)(=O)c3ccc([N+](=O)[O-])cc3)s2)cc1	58.0%*
O=C1c2ccccc2-c2onc3ccc(Nc4cccc([N+](=O)[O-])c4)c1c23	17.0%
O=C1/C(=C/c2ccc(Cl)cc2)SC(=S)N1CCS(=O)(=O)O	4.0%
COC(=O)/C(=C/C(=O)c1ccc([N+](=O)[O-])cc1)Nc1ccc(Br)cc1	6.0%
CCOC(=O)/C(C#N)=C/c1cc(C)n(-c2ccc(C)cc2)c1C	23.0%
Cc1ccc(NC(=O)Nc2nccs2)cc1	11.0%
Cc1cc(C=C2C(=O)N(C)C(=S)N(C)C2=O)c(C)n1-c1ccc(N(C)C)cc1	12.0%
COc1ccccc1C(=O)NNC(=O)COc1ccc(C)cc1C	7.0%
Cc1ccsc1/C=C1\SC(=O)NC1=O	10.0%
O=C(CCN1C(=O)c2ccccc2C1=O)Nc1ccc(F)c(Cl)c1	2.0%
CCC(C(=O)Nc1cc([N+](=O)[O-])ccc1OC)c1ccccc1 (stereo not given)	16.0%
COCCNC(=S)Nc1ccc(Cl)cc1Cl	1.0%
O=C(O)c1ccc2c(c1)C(=O)N(c1ccc(Cc3ccncc3)cc1)C2=O	0.0%
COc1ccc(/C=c2\sc3nc4c(C)c(C)ccc4n3c2=O)cc1	14.0%
C(=N\N1CCN(Cc2cccc3ccccc23)CC1)/c1c2ccccc2cc2ccccc12	9.0%
C=CCc1cccc(/C=N/NC(=O)NC23CC4CC(CC(C4)C2)C3)c1O	6.0%

Grouped by structure: the compounds so far containing a cyano group
SMILES	RNase H inhibition
CCOc1ccccc1C1C(C#N)=C(C)NC2=C1C(=O)CC(c1ccc(Cl)cc1)C2 (stereo not given)	15.0%
N#C/C(=C\c1cccnc1)C(=O)Nc1ccc(F)cc1	6.0%
N#CC(C(=O)Nc1ccccn1)=C1CCCCCC1	3.0%
N#Cc1c(C(F)(F)F)cc(-c2cccs2)nc1SCC(=O)Nc1ccc(Cl)cc1	5.0%
N#Cc1c(-c2ccccc2Cl)c(C#N)c2nc3ccccc3n2c1N	18.0%
CCOC(=O)/C(C#N)=C/c1cc(C)n(-c2ccc(C)cc2)c1C	23.0%

From PubChem BioAssay

A portion of the library; rates above refer to the full screens.
